Assay outcomes deposited in PubChem by several laboratories.
UBC9 SUMO inh: blocks human SUMOylation mediated by UBC9. inhibition, % at 35 µM. HTRF SUMOylation assay, SAE1/SAE2 + UBC9, in vitro. P63279. 0.36% of 290,000 active; in the data active = inhibition above about 50%, passing the limit was not always enough; note: strong numbers were not always called active
Target sequence (P63279 whole entry, looked up): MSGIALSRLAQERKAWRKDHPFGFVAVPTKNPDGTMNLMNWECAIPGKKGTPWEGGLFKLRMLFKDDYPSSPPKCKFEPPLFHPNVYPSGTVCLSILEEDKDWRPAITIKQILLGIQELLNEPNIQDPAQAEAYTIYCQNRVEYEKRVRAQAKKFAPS
IMP-1 inhibitor: inhibitors of Pseudomonas aeruginosa IMP-1 metallo-beta-lactamase. 0.45% of 290,000 active. purified IMP-1, nitrocefin hydrolysis, epi-absorbance fluorescence. inhibition, % at 5.6 µM;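 active = inhibition above the mean plus 3 SD of all compounds in the same screening run, cut at about 4.5% in these data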;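 note: 0% = IMP-1 with DMSO and 100% = DMSO wells lacking enzyme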
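System: Purified IMP-1 | Read-out basis: Percent enzyme inhibition | Controls: IMP-1 with DMSO as 0%, enzyme-free DMSO as 100% | Replicates: One well per compound | Doses: 5.6 µM nominal single concentration | Detection: Epi-absorbance fluorescence, 480 nm excitation, 530 nm emission | Incubation: 25 °C, 15 min preincubation, 25 min reaction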
HCV NS3 hel inh: blocks Hepatitis C virus NS3 helicase unwinding. 0.56% of 290,000 active. NS3 helicase DNA unwinding, Cy5 molecular beacon fluorescence. inhibition, % at 10.9 µM. AID 1800;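 active = inhibition above the mean of all tested compounds plus 3 SD, set per campaign, cut at about 35% in these data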;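 note: 0% = DMSO wells and 100% = thioflavine S control wells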
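Control set: DMSO versus 110 µM thioflavine S; Material: NS3 helicase fragment of HCV; Measured by: Cy5 fluorescence at 0 and 60 min, beacon hairpin quenching; Read-out basis: percent inhibition from t60/t0 fluorescence ratio; Times: reaction time 60 min, 25 °C; Repeats: single replicate; Compound dosing: single dose, 10.9 µM nominal final, DMSO 0.8% final.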
CRFR2-BP antag: blocks CRF-induced signaling of the CRF-BP/CRF-R2 complex | HEK293 CRF-R2/CRF-BP, CRF-induced calcium fluorescence | inhibition, % at 11.8 µM | 0.59% of 350,000 active | AID 588475;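 active = inhibition of the ligand-induced calcium signal above about 50% at the single tested concentration, limit read from the data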
IDE inh: inhibitors of human insulin-degrading enzyme in cells. 0.41% of 320,000 active. inhibition, % at 5.59 µM. HEK cells, FAbetaB cleavage, fluorescence polarization;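 active = percent inhibition above the average of all tested compounds plus 3 SD, set per screening campaign, cut at about 16% in these data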;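 note: IDE supplied by intact live HEK cells; FP after avidin binding of uncleaved biotin substrate so inhibition keeps polarization high; 0% = DMSO wells and 100% = 60 µM reference IDE inhibitor Ii1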
IDE act: boosts human insulin-degrading enzyme activity in HEK cells; P14735; FAbeta-B cleavage, fluorescence polarization; 0% vehicle, 100% cell-free pure enzyme wells; activation, % at 5.96 µM; 0.073% of 340,000 active;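 active = activation above the mean of all tested compounds plus 3 SD, set per screening campaign, cut at about 17% in these data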
GalR3 antagonist: blocks the human galanin receptor 3. HEK293 GalR3-CNG cAMP membrane potential fluorescence; galR3 body fused to GalR1 C-terminus. inhibition, % at 3 µM. 0.44% of 360,000 active. AID 651719;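 active = inhibition above the screen-wide average plus 3 SD, cut at about 13% in these data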;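 note: forskolin and galanin both at EC90 stimulate the cells; cAMP rise reported by CNG channel membrane potential dye signal; 0% = forskolin plus galanin with DMSO and 100% = forskolin alone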
Target sequence (O60755 1-299 limits assumed): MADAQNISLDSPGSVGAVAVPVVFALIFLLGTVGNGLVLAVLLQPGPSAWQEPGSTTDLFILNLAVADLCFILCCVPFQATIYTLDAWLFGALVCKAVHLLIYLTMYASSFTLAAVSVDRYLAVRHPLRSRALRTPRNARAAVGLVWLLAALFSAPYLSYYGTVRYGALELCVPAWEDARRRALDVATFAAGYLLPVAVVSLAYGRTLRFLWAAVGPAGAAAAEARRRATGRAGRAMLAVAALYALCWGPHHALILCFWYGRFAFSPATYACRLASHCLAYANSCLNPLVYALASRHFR
VIM-2 inhibitor: inhibitors of Pseudomonas aeruginosa VIM-2 metallo-beta-lactamase. 0.89% of 290,000 active. purified VIM-2, nitrocefin hydrolysis, epi-absorbance fluorescence. inhibition, % at 5.6 µM;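 active = inhibition above the mean of all tested compounds plus 3 SD, cutoff set per screening run, cut at about 7.5% in these data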;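 note: red hydrolysis product quenches plate fluorescence so inhibitors raise well fluorescence; 0% = enzyme with DMSO and 100% = DMSO without enzyme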
pCIP destab: compounds decreasing mouse p/CIP protein stability. decrease of EGFP signal, % at 10 µM. F442A p/CIP-EGFP cells, EGFP fluorescence, 16 h. Q05BA5. 0.01% of 290,000 active;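 active = EGFP signal decrease of at least 30% at 10 µM or well 3 SD below plate mean, unless failing retest; inactive = the rest, including hits failing retest or dose response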; note: some compounds called inactive have numbers as strong as hits; many of its hits are not listed in these tables
Active calls of the source: *; x = not tested or not shown. Not a hit list (roughly 3.2% active in at least one column).

no. | UBC9 SUMO inh | IMP-1 inhibitor | HCV NS3 hel inh | CRFR2-BP antag | IDE inh | IDE act | GalR3 antagonist | smiles | VIM-2 inhibitor | pCIP destab
1 | 23 | 16* | -5 | 19 | 1 | 1 | x | O=C(Nc1ccc(C(F)(F)F)cc1)c1ccc(NC(=O)C2CCCO2)cc1 (centres undefined) | 9.1* | -4
2 | 3 | -3.8 | 3 | -6 | -8 | 3 | -8 | NS(=O)(=O)c1ccc(CNC(=O)c2cccnc2Cl)cc1 | -4.5 | -1
3 | 10 | -4.5 | 1 | -4 | 3 | 6 | 0 | Cc1ccc(C(=O)NN2C(=O)C3C4C=CC(C5CC45)C3C2=O)cc1 (centres undefined) | -6.3 | 8
4 | 5 | -2.2 | -1 | 22 | -1 | 1 | 4 | CCCOC(=O)NC1C(NC(=O)OCCC)N(C)C(=O)N1C (centres undefined) | 0.2 | -1
5 | 2 | -4.0 | 0 | 0 | 3 | 6 | -7 | O=C(NCCNc1ccccc1[N+](=O)[O-])c1cc(F)c(F)cc1Cl | -2.3 | -1
6 | 8 | -5.3 | 1 | 12 | 1 | -4 | -1 | COc1ccc(-n2cnnc2SCC(=O)N2CCN(c3ccccc3)CC2)cc1 | -1.6 | -9
7 | -14 | -4.0 | -1 | 9 | 7 | -6 | -4 | CCOc1ccccc1NC(=O)c1cc(C(=O)c2cc(OC)ccc2O)coc1=N | -1.9 | -2
8 | 24 | -2.8 | 0 | 3 | 0 | 1 | -1 | COc1ccc2c(c1)c(C(=O)CNc1nc(C)cs1)c(C)n2C | 2.8 | 3
9 | 22 | -2.7 | 4 | -1 | 5 | -4 | -1 | Cc1cc(C(=O)NP(=O)(N2CC(C)OC(C)C2)N2CC(C)OC(C)C2)c(C)n1C1CC1 (centres undefined) | -4.5 | -6
10 | -8 | -1.7 | -5 | 15 | -1 | 2 | -7 | CC(C)n1c(C(O)c2ccccc2)nc2ccccc21 (centres undefined) | 0.3 | 1

no. | UBC9 SUMO inh | IMP-1 inhibitor | HCV NS3 hel inh | CRFR2-BP antag | IDE inh | IDE act | GalR3 antagonist | smiles | VIM-2 inhibitor | pCIP destab
11 | -2 | -0.2 | 2 | -17 | -5 | -4 | -3 | CCOC(=O)C1CCN(Cc2ccc(Cl)c(Cl)c2)CC1 | -1.9 | -9
12 | 29 | -4.0 | -63 | 10 | -1 | -3 | -2 | CC(=O)NS(=O)(=O)c1ccc(NC(=O)/C=C/c2cn(-c3ccccc3)nc2-c2ccccc2)cc1 | -1.6 | 0
13 | 5 | -1.3 | -1 | 10 | 2 | 5 | -3 | O=C(Cn1c(=O)[nH]c2ccsc2c1=O)NC1CCCCCC1 | -2.4 | 2
14 | -14 | -3.7 | 1 | -1 | 2 | 0 | -3 | CC1CCCCC1NC(=O)CSc1nnnn1-c1ccccc1 (centres undefined) | -5.6 | -5
15 | x | x | x | 4 | -1 | -2 | -4 | CCOC(=O)c1c(C)[nH]c(C)c1C(=O)COC(=O)/C=C/c1ccco1 | x | x
16 | -28 | -1.9 | 15 | -10 | -1 | -1 | 5 | CCNC(=S)NNC(=O)c1ccccn1 | -3.8 | -9
17 | x | x | x | -5 | -2 | -1 | 3 | CC(C)NC(=O)N(C)C[C@H]1Oc2ccc(NS(=O)(=O)c3ccc(Cl)cc3)cc2CC(=O)N([C@@H](C)CO)C[C@@H]1C | x | x
18 | 0 | -3.0 | -5 | -6 | 3 | 4 | 2 | CC(c1ccccn1)N(C)C(=O)c1ccc2nc(Cc3cccc(Cl)c3)oc2c1 (centres undefined) | -1.7 | 4
19 | 11 | -3.2 | 11 | 26 | 1 | -12 | x | COc1cc(C2CC(=O)N3CN(Cc4ccco4)CSC3=C2C#N)ccc1OCc1ccccc1 (centres undefined) | -0.8 | -17
20 | 2 | -2.5 | -21 | -10 | 1 | -1 | -4 | Cc1ccc(CSCc2ccc(C(=O)NCCCN3CCOCC3)o2)cc1 | -0.8 | 1

One compound at a time (already shown):
`O=C(NCCNc1ccccc1[N+](=O)[O-])c1cc(F)c(F)cc1Cl` as listed: UBC9 SUMO inh: 2; IMP-1 inhibitor: -4.0; HCV NS3 hel inh: 0; CRFR2-BP antag: 0; IDE inh: 3; IDE act: 6; GalR3 antagonist: -7; VIM-2 inhibitor: -2.3; pCIP destab: -1
`Cc1ccc(C(=O)NN2C(=O)C3C4C=CC(C5CC45)C3C2=O)cc1` (centres undefined) as listed: UBC9 SUMO inh: 10; IMP-1 inhibitor: -4.5; HCV NS3 hel inh: 1; CRFR2-BP antag: -4; IDE inh: 3; IDE act: 6; GalR3 antagonist: 0; VIM-2 inhibitor: -6.3; pCIP destab: 8

(further entries)
no. | UBC9 SUMO inh | IMP-1 inhibitor | HCV NS3 hel inh | CRFR2-BP antag | IDE inh | IDE act | GalR3 antagonist | smiles | VIM-2 inhibitor | pCIP destab
21 | 9 | x | x | -9 | -2 | 1 | 1 | COc1ccc(C(CC(=O)N2CCCCC2)c2c(O)cc(OC)cc2OC)cc1 (centres undefined) | x | -8
22 | 9 | -2.9 | -6 | 2 | 3 | 0 | -11 | COc1ccc(CCC(=O)NCC(=O)OCc2ccccc2)cc1 | -5.2 | 0
23 | -5 | -1.7 | 6 | 21 | 4 | 0 | -9 | CS(=O)(=O)N(CC(=O)N1CCCC1)c1ccc(Cl)cc1Cl | -1.7 | 8
24 | 8 | -1.3 | 19 | 17 | 2 | 0 | -11 | O=C(NCc1ccc2c(c1)OCO2)C1CC(c2ccccc2O)=NO1 (centres undefined) | 0.8 | 21
25 | 8 | -3.2 | -3 | -16 | -6 | 6 | -2 | COc1ccc(-c2ccc(-c3noc(-c4cccs4)n3)c(OC)n2)cc1 | -0.8 | -7
26 | -11 | -3.5 | 5 | -12 | 0 | -1 | -4 | O=C(N/N=C/c1ccc(Br)s1)c1c[nH]c2ccccc12 | -2.2 | 4
27 | 3 | -2.6 | 2 | 27 | 0 | -4 | 0 | O=C(CSc1nnc(Cc2ccccc2)o1)N1CCOCC1 | -3.4 | -1
28 | 25 | -6.0 | -4 | -2 | -1 | 8 | 4 | O=c1[nH]c(C(F)(F)F)nc2ccccc12 | 0.1 | -17

Part of the list above, field by field.
[25] COc1ccc(-c2ccc(-c3noc(-c4cccs4)n3)c(OC)n2)cc1
  UBC9 SUMO inh: 8
  IMP-1 inhibitor: -3.2
  HCV NS3 hel inh: -3
  CRFR2-BP antag: -16
  IDE inh: -6
  IDE act: 6
  GalR3 antagonist: -2
  VIM-2 inhibitor: -0.8
  pCIP destab: -7
[26] O=C(N/N=C/c1ccc(Br)s1)c1c[nH]c2ccccc12
  UBC9 SUMO inh: -11
  IMP-1 inhibitor: -3.5
  HCV NS3 hel inh: 5
  CRFR2-BP antag: -12
  IDE inh: 0
  IDE act: -1
  GalR3 antagonist: -4
  VIM-2 inhibitor: -2.2
  pCIP destab: 4
[27] O=C(CSc1nnc(Cc2ccccc2)o1)N1CCOCC1
  UBC9 SUMO inh: 3
  IMP-1 inhibitor: -2.6
  HCV NS3 hel inh: 2
  CRFR2-BP antag: 27
  IDE inh: 0
  IDE act: -4
  GalR3 antagonist: 0
  VIM-2 inhibitor: -3.4
  pCIP destab: -1
[28] O=c1[nH]c(C(F)(F)F)nc2ccccc12
  UBC9 SUMO inh: 25
  IMP-1 inhibitor: -6.0
  HCV NS3 hel inh: -4
  CRFR2-BP antag: -2
  IDE inh: -1
  IDE act: 8
  GalR3 antagonist: 4
  VIM-2 inhibitor: 0.1
  pCIP destab: -17
